Screening results (PubChem BioAssay)
NFkB transloc pot: enhances IL-1B driven NFkB nuclear translocation; activation, % at 2 µM; HUVEC IL-1B NFkB p65 nuclear translocation imaging; actives 0.3% (n = 94,000);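 active = activation above 40%, about the mean plus 3 SD, also judged a hit on visual image review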;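 also: percent activation is computed from the nuclear over cytoplasmic p65 intensity ratio; values of inactives mirror those of a sister screen read the other way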
IL1B NFkB inh: blocks IL-1B driven NFkB nuclear translocation in HUVEC cells; HUVEC IL-1B NFkB p65 nuclear translocation imaging; inhibition, % at 2 µM; actives 0.43% (n = 94,000); AID 796;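 active = inhibition above about 30% together with a positive call from visual inspection of the well image, limit read from the data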;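 also: nuclear over cytoplasmic p65 intensity ratio measured by imaging; 0% = IL-1B stimulated DMSO wells and 100% = unstimulated DMSO wells; values of inactives mirror those of a sister screen read the other way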
PLAP inhibition: inhibition of human placental alkaline phosphatase – biochemical, luminescence, HTS (AID 690); one-dose inhibition, % at 20 µM; IC50 in µM for titrated hits; actives 0.08% (n = 96,000); purified PLAP, luminescent substrate; higher % means a stronger effect; in the data active = a potency from the dose series; inactive = the rest, 99 in 100 with inhibition below about 30%; also: strong numbers were not always called active
MRP reversal: compounds reversing MRP-mediated drug resistance; H69AR cells + 2 uM doxorubicin, CellTiter-Glo, 72 h; AID 602; actives 0.04% (n = 85,000); differential viability (reversal), % at 10 µM;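 active = viability drop by adding the cancer drug above about 55%, with treated viability meeting a 40% cutoff, limit read from the data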;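 also: viability without doxorubicin minus viability with 2 µM doxorubicin for each compound; larger differential means the compound sensitizes cells more to doxorubicin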
Bcl-B TR3 displacers: displacers of TR3 peptide from Bcl-B, primary screen, selectivity assay for Bfl-1 inhibitor project, biochemical, fluorescence polarization. actives 0.11% (n = 96,000). displacement, % at 20 µM, or IC50 in µM where a hit was titrated. FP displacement of FITC-TR3 peptide from Bcl-B; higher % means a stronger effect;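 active = displacement above 50% at 20 µM plus a fluorescence interference ratio under 1.5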;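 also: plate controls were wells without compound for no effect and wells lacking Bcl-B protein for full effect; a part of the inactive calls stands beside numbers as strong as those of hits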
MRP reversal cytotoxicity: second read-out of MRP reversal, no call of its own (marks repeat the call); viability, %; H69AR cells, CellTiter-Glo, 72 h; measured here: cytotoxicity without doxorubicin
MRP reversal with doxorubicin: further read-out of MRP reversal, marked with its call; viability, %; measured here: viability with 2 uM doxorubicin; hits give low values
IL1B NFkB inh cell count 2 µM: second read-out of IL1B NFkB inh, no call of its own (marks repeat the call); cell count; measured here: cells passing quality filter;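 raw number of nuclei counted in each imaged well without normalization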
NFkB transloc pot cell count 2 µM: second read-out of NFkB transloc pot, no call of its own (marks repeat the call); cell count; measured here: cells passing quality filter
Numbers without * were called inactive; x = not tested or not shown.

Every second line gives: NFkB transloc pot | NFkB transloc pot cell count 2 µM | IL1B NFkB inh | IL1B NFkB inh cell count 2 µM | PLAP inhibition | MRP reversal | MRP reversal cytotoxicity | MRP reversal with doxorubicin | Bcl-B TR3 displacers
CC(NC(=O)Nc1ccc2c(c1)OCO2)C1CCCO1 (stereo not given)
→ -7 | 147 | 7 | 147 | 1% | 12 | 97 | 85 | -7%
Cc1ncc(CSc2nc3ccccc3[nH]2)c(N)n1
→ 8 | 167 | -8 | 167 | -5% | -2 | 98 | 100 | -1%
CCN1CCN(CCCCOc2ccccc2F)CC1
→ -10 | 50 | 10 | 50 | -18% | 4 | 92 | 89 | -6%
CCCc1cc(C(=O)NCCc2ccc(OC)c(OC)c2)no1
→ 17 | 70 | -17 | 70 | -32% | 10 | 89 | 79 | 11%
O=C(c1cc2nc(-c3ccco3)cc(C(F)(F)F)n2n1)N1CCCc2ccccc21
→ x | x | x | x | -6% | 7 | 97 | 90 | 4%
Cc1ccc(S(=O)(=O)C(C#N)c2nc3ccccc3nc2N2CCCC2)cc1 (stereo not given)
→ -6 | 206 | 6 | 206 | -43% | -14 | 85 | 99 | 49%
CCOc1ccccc1C(=O)Nc1nnc(C(C)C)s1
→ 34 | 167 | -34 | 167 | 4% | 1 | 84 | 83 | -16%
Cc1cccc(C2N(c3nccs3)C(=O)C3CCCN32)c1 (stereo not given)
→ -8 | 147 | 8 | 147 | -35% | 2 | 91 | 89 | -11%
Cc1cc(C)cc(NC(=O)C/C(N)=N/O)c1
→ 9 | 112 | -9 | 112 | -2% | x | x | x | -3%
CCOC(=O)N1CCC(Nc2nc(OC)nc(OC)n2)CC1
→ 9 | 159 | -9 | 159 | 12% | -7 | 87 | 94 | -16%

Additional structures
Every second line gives: NFkB transloc pot | NFkB transloc pot cell count 2 µM | IL1B NFkB inh | IL1B NFkB inh cell count 2 µM | PLAP inhibition | MRP reversal | MRP reversal cytotoxicity | MRP reversal with doxorubicin | Bcl-B TR3 displacers
O=C(NCC1CC1)c1ccc(Nc2nc3ccc(Br)cc3[nH]2)cc1
→ -5 | 225 | 5 | 225 | -42% | x | x | x | 6%
O=C(Nc1cc(C(F)(F)F)ccc1N1CCOCC1)c1cccnc1Cl
→ 8 | 67 | -8 | 67 | -17% | -4 | 80 | 84 | 3%
Cc1ccc(S(=O)(=O)N2CCC(C(=O)OCC(=O)N3CCc4ccccc43)CC2)cc1
→ 0 | 128 | 0 | 128 | 13% | 1 | 93 | 92 | 2%
COc1ccc(OCC(=O)NN2Cc3ccccc3C2=N)cc1
→ 12 | 184 | -12 | 184 | 11% | x | x | x | 18%
COc1ccc2c(c1)CC/C(=C\c1ccc(OC)c(Cn3nc(C)cc3C)c1)C2=O
→ 5 | 167 | -5 | 167 | -28% | x | x | x | -41%
O=C(CN1CCN(c2ccc(F)cc2)CC1)Nc1ccc(F)c(F)c1
→ -14 | 73 | 14 | 73 | 5% | 7 | 104 | 97 | -5%
Cc1oc2c(CN3CCCC3)c(O)ccc2c(=O)c1-c1ccccc1
→ 4 | 186 | -4 | 186 | 1% | 10 | 106 | 96 | 0%
CC12CCC(C(=O)N3CCN(c4ccccc4)CC3)(CC1=O)C2(C)C (stereo not given)
→ 0 | 186 | 0 | 186 | -54% | -16 | 76 | 92 | -8%
O=C(C1=C(O)C(=O)N(c2ncccn2)C1c1ccc(Cl)c(Cl)c1)c1ccco1 (stereo not given)
→ 23 | 122 | -22 | 122 | -37% | 21 | 92 | 71 | 5%
COc1ccc(/C=C/C(=O)NC(=S)Nc2ccccc2C(=O)NC2CCCCC2)cc1
→ -3 | 170 | 3 | 170 | 8% | x | x | x | -9%

The results go on.
Every second line gives: NFkB transloc pot | NFkB transloc pot cell count 2 µM | IL1B NFkB inh | IL1B NFkB inh cell count 2 µM | PLAP inhibition | MRP reversal | MRP reversal cytotoxicity | MRP reversal with doxorubicin | Bcl-B TR3 displacers
CC(=O)OCCCNc1cc(Sc2nc3ccccc3s2)c2nonc2c1[N+](=O)[O-]
→ -14 | 167 | 14 | 167 | 2% | x | x | x | 38%
CC1Cc2ccccc2N1S(=O)(=O)c1cccc(C(=O)OCC(=O)NC2CCS(=O)(=O)C2)c1 (stereo not given)
→ 2 | 160 | -2 | 160 | -58% | 17 | 90 | 73 | -4%
c1cnc2c(SCc3ccc(-c4nnco4)cc3)cccc2c1
→ -11 | 87 | 11 | 87 | -4% | -9 | 90 | 99 | 9%
CCN(CC)C(=O)CSc1nnc(-c2ccco2)o1
→ -2 | 113 | 2 | 113 | x | -11 | 87 | 98 | x
COc1ccccc1CNC(=O)C(CC(C)C)NC(=O)C1CCC(C)CC1 (stereo not given)
→ -8 | 134 | 8 | 134 | -3% | x | x | x | 7%
O=C(Cn1nc(-c2ccc(Cl)cc2)ccc1=O)NCc1ccc2c(c1)OCO2
→ -1 | 155 | 1 | 155 | 16% | x | x | x | 8%
CC(C)c1ccc(NC(=O)N(CCc2nc3ccccc3[nH]2)C2CCCC2)cc1
→ -4 | 132 | 4 | 132 | 16% | -5 | 32 | 37 | 2%
Cc1onc(-c2ccccc2)c1C(=O)n1cc(Br)cn1
→ 5 | 137 | -5 | 137 | x | 0 | 95 | 96 | x
O=C(NC1CCCCC1NC(=O)c1ccco1)c1ccco1 (stereo not given)
→ 13 | 154 | -13 | 154 | 10% | 9 | 99 | 91 | 2%
COc1ccc(C(=O)CSc2nn3c(=O)c(C(C)(C)C)nnc3s2)cc1
→ 5 | 73 | -5 | 73 | 3% | -1 | 48 | 49 | -10%

New compounds follow
Every second line gives: NFkB transloc pot | NFkB transloc pot cell count 2 µM | IL1B NFkB inh | IL1B NFkB inh cell count 2 µM | PLAP inhibition | MRP reversal | MRP reversal cytotoxicity | MRP reversal with doxorubicin | Bcl-B TR3 displacers
O=S(=O)(N1CCCCCC1)N1CCN(S(=O)(=O)N2CCOCC2)CC1
→ -9 | 118 | 9 | 118 | -25% | 13 | 98 | 85 | -3%
Cc1ccc(OCCCN2C(=O)C(=O)c3cccc(C)c32)cc1
→ -5 | 188 | 5 | 188 | 11% | -19 | 67 | 86 | -3%
COC(=O)c1cc(COC(=O)c2ccc3ccccc3n2)oc1C
→ 10 | 91 | -10 | 91 | -51% | 0 | 104 | 105 | -9%
O=C(Nc1ccc(S(=O)(=O)N2CCOCC2)cc1)c1ccc(CN2CCc3ccccc3C2)cc1
→ -5 | 134 | 5 | 134 | -2% | x | x | x | 0%
Cc1ccc2[nH]c(=O)c(CN(CCCN(C)C)C(=O)Nc3cccc(Cl)c3)cc2c1
→ 20 | 146 | -20 | 146 | -47% | x | x | x | -5%
Cc1cc(NC(=O)c2cnn3c(C(F)(F)F)cc(-c4ccc(Br)cc4)nc23)no1
→ 9 | 156 | -10 | 156 | -31% | -24 | 54 | 78 | -8%
Cc1csc2nc(CCNS(=O)(=O)c3cccs3)cn12
→ -4 | 41 | 4 | 41 | -191% | -10 | 88 | 98 | 14%
Cc1ccccc1N(Cc1ccccc1F)S(C)(=O)=O
→ 8 | 177 | -8 | 177 | 6% | -6 | 86 | 92 | -20%
CCOc1ccc(/C(O)=C2\C(=O)C(=O)N(CCN(C)C)C2c2cc(OC)ccc2OC)cc1Cl (stereo not given)
→ 17 | 74 | -17 | 74 | x | 12 | 100 | 89 | x
CCCCOc1ccccc1C(=O)NCCCC(=O)O
→ 5 | 192 | -5 | 192 | 2% | 9 | 93 | 84 | -16%

The list continues:
Every second line gives: NFkB transloc pot | NFkB transloc pot cell count 2 µM | IL1B NFkB inh | IL1B NFkB inh cell count 2 µM | PLAP inhibition | MRP reversal | MRP reversal cytotoxicity | MRP reversal with doxorubicin | Bcl-B TR3 displacers
O=c1nc2s/c(=C\c3ccco3)c(=O)n2nc1Cc1ccc(F)cc1
→ -14 | 115 | 14 | 115 | -21% | 11 | 95 | 84 | 15µM*
O=C(CC1CCCCC1)NC1CCCC1
→ -4 | 93 | 4 | 93 | -10% | 1 | 96 | 96 | -5%
O=C(CN1CCN(Cc2ccccc2)CC1)Nc1cccc(C(F)(F)F)c1
→ -8 | 161 | 8 | 161 | -73% | x | x | x | -3%
O=C(CN1CCN(c2nc(-c3ccc(F)cc3)cs2)CC1)Nc1ccc2c(c1)OCO2
→ 8 | 114 | -8 | 114 | -46% | -12 | 40 | 52 | 1%
O=C(CCNS(=O)(=O)c1ccc(Cl)cc1)NCc1ccccn1
→ 14 | 110 | -14 | 110 | 3% | 1 | 98 | 97 | 7%
Cc1ccc(NC(=O)CSc2nnc(-c3ccccn3)n2C)cc1
→ 20 | 141 | -20 | 141 | 21% | 6 | 93 | 87 | -6%
O=c1c2cnn(-c3ccccc3)c2nc(-c2cccs2)n1-c1ccc(Br)cc1
→ -18 | 113 | 18 | 113 | x | x | x | x | -5%
COc1ccc(NC(=O)Nc2ccc3c(c2)N(C)C(=O)CS3)cc1OC
→ x | x | x | x | -33% | -7 | 61 | 67 | 0%
Cc1cnc(C(=O)OCC(=O)Nc2oc(-c3ccccc3)c(-c3ccccc3)c2C#N)cn1
→ 16 | 129 | -16 | 129 | -93% | -18 | 34 | 51 | -5%
O=C(CSc1ccc(-c2ccccc2)nn1)N1CCOCC1
→ -1 | 161 | 2 | 161 | 17% | 7 | 97 | 89 | -7%

Carrying on.
Every second line gives: NFkB transloc pot | NFkB transloc pot cell count 2 µM | IL1B NFkB inh | IL1B NFkB inh cell count 2 µM | PLAP inhibition | MRP reversal | MRP reversal cytotoxicity | MRP reversal with doxorubicin | Bcl-B TR3 displacers
CC1(C(=O)NC2CCCCC2)CCC(=O)N1Cc1cccs1 (stereo not given)
→ 2 | 48 | -2 | 48 | -15% | 13 | 99 | 85 | 3%
CC1(C)Oc2ccc(C(=O)N3CCOCC3)cc2N(CC(=O)N2CCOCC2)C1=O
→ 12 | 137 | -12 | 137 | -21% | x | x | x | 9%
Cc1c(Br)c([N+](=O)[O-])nn1CC(=O)NCc1cccnc1
→ x | x | x | x | 3% | 9 | 93 | 84 | -12%
O=C(NCCO)c1cccc(S(=O)(=O)N2CCCCC2)c1
→ 1 | 131 | -1 | 131 | -1% | 19 | 102 | 83 | -7%
CC(C)(C)c1nc2ccccc2c(=O)n1N1C(=O)c2ccccc2C1=O
→ 15 | 123 | -15 | 123 | x | -14 | 63 | 77 | x
CCCN1C(=O)/C(=C/c2c(NCCCOCC)nc3c(C)cccn3c2=O)SC1=S
→ 3 | 120 | -3 | 120 | -7% | x | x | x | -420%
Cc1cccc(Nc2ncnc3nc[nH]c23)c1C
→ -5 | 61 | 5 | 61 | x | x | x | x | x
CCn1c(SCC(=O)N2c3ccccc3Sc3ccccc32)nc2c1c(=O)n(C)c(=O)n2C
→ x | x | x | x | -26% | -12 | 56 | 67 | 5%
Clc1ccc2[nH]c3c(N4CCC5(CC4)OCCO5)ncnc3c2c1
→ 4 | 95 | -4 | 95 | -6% | x | x | x | -17%
COC(=O)c1ccccc1OCCCOc1ccc(C=O)cc1OC
→ 1 | 134 | -1 | 134 | -28% | x | x | x | -17%

Structural class, the entries above containing a furan ring, fused or not.
Every second line gives: NFkB transloc pot | NFkB transloc pot cell count 2 µM | IL1B NFkB inh | IL1B NFkB inh cell count 2 µM | PLAP inhibition | MRP reversal | MRP reversal cytotoxicity | MRP reversal with doxorubicin | Bcl-B TR3 displacers
O=C(c1cc2nc(-c3ccco3)cc(C(F)(F)F)n2n1)N1CCCc2ccccc21
→ x | x | x | x | -6% | 7 | 97 | 90 | 4%
O=C(C1=C(O)C(=O)N(c2ncccn2)C1c1ccc(Cl)c(Cl)c1)c1ccco1 (stereo not given)
→ 23 | 122 | -22 | 122 | -37% | 21 | 92 | 71 | 5%
CCN(CC)C(=O)CSc1nnc(-c2ccco2)o1
→ -2 | 113 | 2 | 113 | x | -11 | 87 | 98 | x
O=C(NC1CCCCC1NC(=O)c1ccco1)c1ccco1 (stereo not given)
→ 13 | 154 | -13 | 154 | 10% | 9 | 99 | 91 | 2%
COC(=O)c1cc(COC(=O)c2ccc3ccccc3n2)oc1C
→ 10 | 91 | -10 | 91 | -51% | 0 | 104 | 105 | -9%
O=c1nc2s/c(=C\c3ccco3)c(=O)n2nc1Cc1ccc(F)cc1
→ -14 | 115 | 14 | 115 | -21% | 11 | 95 | 84 | 15µM*
Cc1cnc(C(=O)OCC(=O)Nc2oc(-c3ccccc3)c(-c3ccccc3)c2C#N)cn1
→ 16 | 129 | -16 | 129 | -93% | -18 | 34 | 51 | -5%

A portion of the library; rates above refer to the full screens.
